DTT redox prof: compounds producing H2O2 with reducing agent – biochemical, NIH compound library profiling, artefact control for MLSCN library redox annotation, primary screen. DTT-dependent redox cycling H2O2, phenol red/HRP absorbance; 100% = 100 µM peroxide control, 0% = buffer. activation, % at 10 µM. hit rate 0.03% among 200,000. AID 878, 2007;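 active means activation of at least 50% relative to the plate's high and low controls in the primary single-dose screen; inactive means activation below 50%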;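 further: compound incubated with DTT at 0.8 mM final as the reducing agent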
Lmaj promast: Leishmania major promastigote growth inhibition, primary screen; hit rate 9% among 200,000; inhibition, % at 10 µM; Leishmania major promastigotes, resazurin fluorescence viability; in the data active means inhibition above about 50%;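 further: promastigotes grown with compound for 44 hours at 28 °C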
S1P3 antag: S1P3 receptor antagonists, primary screen, cell-based; Sphingosine 1-phosphate receptor 3 (Homo sapiens), Q99500; CHO S1P3 NFAT-BLA reporter, FRET fluorescence, antagonist mode; inhibition, % at 4.98 µM; hit rate 0.27% among 170,000; AID 485, 2006;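 active means inhibition above the plate cutoff, the mean inhibition of test wells on that plate plus 3 SD, cut at about 28% in these data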;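 further: cells challenged with S1P at its EC80 of 0.8 µM; blue over green emission ratio from cleaved BLA substrate after 4 h stimulation; 0% = S1P-stimulated wells and 100% = unstimulated DMSO-only wells; some compounds past the cut are filed as inactive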
bIAP inh: bovine intestinal alkaline phosphatase inhibitors, primary screen, selectivity assay for TNAP inhibitor project, biochemical, bovine IAP, CDP-star luminescence; alkaline phosphatase, intestinal [Bos taurus]; inhibition, % at 20 µM; 190,000 tested, under 10 active; AID 1019, 2008; purified bovine IAP, 30 min;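 active means over 50% inhibition of intestinal alkaline phosphatase at 20 µM in the single-dose screen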
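Assay system – bovine IAP enzyme · Quantity – bovine IAP at 1/65,000,000 final dilution · Detection – CDP-star luminescence signal · Times – 30 min reaction at room temperature · Also added – CDP-star substrate at 30 µM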
bIAP act: bovine intestinal alkaline phosphatase activators, primary screen, biochemical, bovine IAP, CDP-star luminescence. activation factor at 20 µM. purified bovine IAP, 30 min; active compounds read high; fold of DMSO-control signal, blank-subtracted. AID 1016, 2008. hit rate 0.17% among 200,000. alkaline phosphatase, intestinal [Bos taurus];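 active means activation factor of 2 or more at 20 µM, a signal rise over negative controls twice the positive control's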
TLR4 MyD88 comp: inhibitors of TLR4-MyD88 association in cells, primary screen, cell-based, HeLa CL3-4, BLA complementation, FRET ratio; HeLa CL3-4 TLR4/MyD88 BLA complementation; inhibition, % at 8.4 µM; hit rate 0.18% among 200,000; AID 861, 2007; in the data active means inhibition above about 25%;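 further: 0% = vehicle and 100% = reference inhibitor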
TR-FRET SRC-2 ct: TR-FRET signal artefacts, primary screen, artefact control for PPARgamma SRC-2 agonist project, biochemical. TR-FRET ratio at 8 µM. hit rate 0.4% among 200,000. TR-FRET artefact counter-screen; active compounds read high. AID 1049, 2008; in the data active means TR-FRET ratio above about 2000; further: inactives centre near 1500
PPARg SRC3 recr: PPARgamma agonists recruiting SRC-3 coactivator, primary screen, biochemical; AID 731, 2007; activation, % at 8 µM; biochemical PPARgamma/SRC-3 coactivator recruitment assay; hit rate 0.26% among 200,000; in the data active means activation above about 23%;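 further: 0% = DMSO and 100% = reference agonist; some compounds past the cut are filed as inactive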
Target sequence (P37231 whole entry, looked up): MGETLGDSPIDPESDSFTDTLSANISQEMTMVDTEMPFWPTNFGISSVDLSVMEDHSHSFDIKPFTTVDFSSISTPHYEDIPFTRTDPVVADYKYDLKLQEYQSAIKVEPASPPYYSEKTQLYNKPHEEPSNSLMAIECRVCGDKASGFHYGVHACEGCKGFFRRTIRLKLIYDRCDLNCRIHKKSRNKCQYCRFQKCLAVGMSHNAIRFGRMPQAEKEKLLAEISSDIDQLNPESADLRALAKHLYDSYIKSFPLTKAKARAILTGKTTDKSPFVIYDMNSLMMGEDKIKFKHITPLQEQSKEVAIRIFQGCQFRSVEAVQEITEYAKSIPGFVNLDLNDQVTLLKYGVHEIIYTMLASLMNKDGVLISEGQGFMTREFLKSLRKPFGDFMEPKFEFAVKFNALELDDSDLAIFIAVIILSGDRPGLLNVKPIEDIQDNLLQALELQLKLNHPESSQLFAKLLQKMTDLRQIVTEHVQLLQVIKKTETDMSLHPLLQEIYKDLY
ROMK primary: ROMK potassium channel modulators, primary screen, cell-based, thallium flux, MLSMR library; AID 1918, 2009; B-score at 10 µM; ATP-sensitive inward rectifier potassium channel 1 (Homo sapiens), P48048; hit rate 2% among 130,000; Tet-inducible ROMK, thallium flux fluorescence; actives lie on both sides;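 active means signal ratio slope over the read window, or its plate-corrected B-score, at least 3 SD from the plate mean, either direction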;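 further: B-score of the F/F0 ratio slope over 7 to 12 s after thallium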
Target sequence (P48048 whole entry, looked up): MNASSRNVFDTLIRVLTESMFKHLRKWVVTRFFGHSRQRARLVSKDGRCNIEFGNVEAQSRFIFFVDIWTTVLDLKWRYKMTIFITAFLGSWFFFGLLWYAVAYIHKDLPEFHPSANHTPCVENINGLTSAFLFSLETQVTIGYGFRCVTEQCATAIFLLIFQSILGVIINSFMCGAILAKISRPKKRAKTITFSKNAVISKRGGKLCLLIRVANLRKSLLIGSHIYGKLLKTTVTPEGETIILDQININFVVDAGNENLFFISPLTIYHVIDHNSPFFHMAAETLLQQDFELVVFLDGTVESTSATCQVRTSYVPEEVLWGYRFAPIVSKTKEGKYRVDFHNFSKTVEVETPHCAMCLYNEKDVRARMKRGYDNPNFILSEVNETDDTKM
PPARg SRC-1 ag: PPARgamma agonists recruiting SRC-1 coactivator, primary screen, biochemical; PPARgamma-SRC-1 coactivator recruitment biochemical assay; hit rate 0.41% among 200,000; Peroxisome proliferator-activated receptor gamma (Homo sapiens), P37231; activation, % at 8 µM; AID 631, 2007; in the data active means activation above about 19%;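 further: 0% = DMSO and 100% = reference agonist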
PPARg SRC-2 ag: agonists of PPARg-SRC-2 recruitment, primary screen, biochemical, HTS; activation, % at 8 µM; hit rate 0.34% among 200,000; PPARgamma LBD-SRC-2 recruitment; Peroxisome proliferator-activated receptor gamma (Homo sapiens), P37231; in the data active means activation above about 22%;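 further: 0% = vehicle and 100% = reference agonist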
Numbers without * were called inactive; / = not tested or not shown.

SMILES	DTT redox prof	Lmaj promast	S1P3 antag	bIAP inh	bIAP act	TLR4 MyD88 comp	TR-FRET SRC-2 ct	PPARg SRC3 recr	ROMK primary	PPARg SRC-1 ag	PPARg SRC-2 ag
Cc1oc(-c2ccc(Cl)cc2)nc1CN1CCCC(C(=O)NCc2cccnc2)C1 (stereo not drawn)	2.0	-3	-68	-11	1.1	-9	1576	-7	-2.2	3	2
C=CCc1cccc(CNc2ccc(Br)cc2)c1O	-1.3	1	-3	8	0.9	-6	1579	4	/	5	1
CC12CCC(C(=O)NCc3ccccc3Cl)(C(Br)C1=O)C2(C)C (stereo not drawn)	0.4	-2	-5	7	0.9	2	1706	1	-0.43	-7	2
COCCOC(=O)C1=C(C)Nc2ncnn2C1c1ccccc1 (stereo not drawn)	0.3	-4	-14	-3	1	16	1599	1	0.26	18	2
CS(=O)(=O)NCCSCc1ccco1	0.1	-5	-28	5	0.9	0	1433	5	/	0	6
COc1ccc(N2CCN(CC(=O)Nc3nc4c(s3)CC(C)CC4)CC2)cc1 (stereo not drawn)	-0.5	6	16	-66	1.7	5	1520	7	-0.55	1	3
O=c1c2ccccc2nc(SCc2cccc(F)c2)n1C1CCCC1	1.7	8	-4	30	0.7	-6	1543	-2	/	5	9
O=C(Nc1ccc(Cl)cc1)N1CCOC12CCCCC2	-0.3	-3	-14	4	1	1	1616	1	1.2	-4	5
CCn1c(SCC(=O)Nc2nccs2)nnc1-c1ccncc1	0.1	0	17	11	0.9	-4	1511	7	0.83	3	2
c1ccc2[nH]c(CN3CCOCC3)nc2c1	0.3	2	/	1	1	-5	1559	2	0.4	0	9
Cc1nn(Cc2ccccc2)c(C)c1NC(=O)CSc1n[nH]c(C)c1[N+](=O)[O-]	-0.6	-5	1	-12	1.1	-10	1566	4	-0.35	0	3
O=C(COc1ccccc1Cl)NCc1ccncc1	-2.8	-6	0	0	1	18	1593	-1	/	-4	4
O=C(Nc1ccc(F)c(F)c1)c1cnc(-c2ccccc2)nc1-c1ccccc1	-2.6	4	/	11	0.9	6	1411	-11	-0.15	-6	3
Cc1nc2sc(C(c3cccs3)N3CCN(c4ccccc4)CC3)c(O)n2n1 (stereo not drawn)	-0.1	15	-28	2	1	-26	1425	5	/	2	-1
Cc1ccc(NC(=O)CSc2nnc(-c3cccs3)o2)cc1S(=O)(=O)N1CCCCC1	0.1	-1	4	34	0.7	5	1544	1	/	3	3
CCn1c(=O)c(C(=O)NCCN2CCCCC2)c(O)c2ccccc21	-0.1	9	-22	-9	1.1	4	1574	-3	-2.4	5	2
Cc1ccc(CSc2nnc(NC(=O)Cn3cnc4ccccc4c3=O)s2)cc1	0.4	-4	-19	-7	1.1	-3	1545	1	-1.5	-2	2
Nc1ccc2oc(-c3ccc4nc[nH]c4c3)nc2c1	-0.4	2	/	-4	1	1	1494	3	/	-4	1
O=C(COC(=O)c1ccc(S(=O)(=O)NCc2ccco2)cc1)Nc1ccc(OC(F)F)cc1	0.3	-1	/	7	0.9	-8	1401	-13	-0.41	-4	4
COc1cccc(N2CCN(Cc3nc4scc(-c5ccccc5)c4c(=O)[nH]3)CC2)c1	0.5	-4	-1	10	0.9	-7	1453	-6	/	1	0
CCOc1ccc2[nH]c(=O)c(CN(CCc3ccccc3)C(=O)c3cnccn3)cc2c1	-3.0	20	-32	2	1	-22	1710	5	/	7	2
Cc1ccc2nc3c(cc(C(N)=S)c(=N)n3CCCOC(C)C)c(=O)n2c1	2.7	86*	-9	36	0.6	-10	1375	0	/	1	-2
Cn1c(=O)c2c(ncn2CC(=O)NC(C)(C)C)n(C)c1=O	-0.1	-1	-27	9	0.9	0	1448	-2	0.68	0	-1
COc1cc(C(=O)Oc2cc(C)[nH]c(=O)c2[N+](=O)[O-])cc(OC)c1OC	0.5	-8	-4	-14	1.1	0	1265	1	-0.17	-9	2
Cc1ccc(CCC(=O)Nc2ncc(Cc3cccc(Cl)c3Cl)s2)o1	1.1	-3	-19	-12	1.1	1	1393	-8	/	-3	2
CCNc1nc(NCC)nc(OCCOC(=O)COc2ccc(Cl)cc2Cl)n1	0.8	-4	/	8	0.9	-12	1533	-10	/	1	-9
COC(=O)c1c(C(=O)OC)c(-c2ccccc2)n2c1CS(=O)C2 (stereo not drawn)	0.1	2	/	-1	1	2	1511	-11	0.24	-3	-6
OC1(c2ccccc2F)CCN(Cc2nnnn2Cc2ccc(F)cc2)CC1	-0.8	9	4	12	0.9	6	1361	-2	0.43	-6	-2
CCCCOn1c(C)c(C(=O)OCC)c2c3nonc3ccc21	2.2	6	3	/	/	-3	1515	-16	/	-10	-11
Cc1nc2ccccc2c2nc(N)nn12	1.0	0	/	-2	1	18	1516	-3	0.35	0	-3
C#CC[N+]1(CC#Cc2ccccc2)CCCC1	1.4	-7	/	6	0.9	-2	1487	2	/	-3	0
Cn1c(NC(=O)c2ccc(Br)o2)cc(=O)n(C)c1=O	2.1	1	-3	11	0.9	-21	1322	5	/	0	1
Cc1ccc(C(=O)NCCNc2ccc(Cl)cc2[N+](=O)[O-])o1	-3.3	23	/	36	0.6	7	1500	-6	-0.3	-6	-2
COc1nc(NCCc2ccc(OC)c(OC)c2)nc(NC(C)(C)CO)n1	3.0	7	12	4	1	-4	1585	5	/	4	13
COC(=O)C1=C(C)N(CC2CCCO2)C(=O)/C1=C\c1ccc(O)cc1 (stereo not drawn)	-0.8	22	/	/	0.4	-5	1659	7	-1.5	8	18
CC1CCN(Cc2ccc(-c3nn[nH]n3)cc2)CC1	0.3	-5	2	6	0.9	27*	1672	5	/	-8	11
O=C1OC(Nc2nc3ccccc3s2)c2ccccc21 (stereo not drawn)	0.1	3	/	9	0.9	-10	1542	8	-2.5	-4	8
CCOc1cc(/C=N/N=C2/NC(=O)C(CC(=O)O)S2)ccc1OS(=O)(=O)c1ccc(C)cc1 (stereo not drawn)	0.2	-6	-18	-12	1.1	9	1532	-2	0.26	-2	-1
Cc1cc2oc(=O)cc(CN3CCOCC3)c2cc1C	0.3	-3	/	2	1	-1	1703	5	-0.26	2	7
Cc1ccc(S(=O)(=O)N2CCCCC2)cc1NC(=O)COC(=O)Cc1cccc2ccccc12	0.3	0	0	9	0.9	0	1674	0	/	2	-2
Cn1cccc1C(=O)C(=O)Nc1cc(Cl)cc(Cl)c1	-5.1	-5	/	-3	1	-2	1586	3	/	0	2
CCc1ccc(N2C(=O)C(Cl)=C(N3CCOCC3)C2=O)cc1	-0.2	-7	-8	18	0.8	4	1719	4	0.13	2	-2
Cc1cc(C)cc(OCC(=O)NNC(=O)c2cc3ccccc3o2)c1	-0.3	-3	-5	-11	1.1	0	1563	8	1.1	11	11
COc1ccc2nc(NC(=O)CSc3nc(C)cc(=O)[nH]3)sc2c1	-1.2	-7	/	0	1	5	1532	1	0.42	-1	-2
CC(=O)Nc1ccc(S(=O)(=O)NCC2CCC(C(=O)NCCCN3CCCC3=O)CC2)cc1 (stereo not drawn)	-1.9	-11	-17	4	1	-24	1557	4	/	4	3
COCc1cc(C)nc(N2CCNCC2)c1C#N	1.6	-2	/	5	0.9	-7	1487	5	/	6	2
Fc1ccc(-n2cc(-c3ccccc3)c3c(N4CCOCC4)ncnc32)cc1	-0.5	3	5	-4	1	-3	1562	4	-0.79	6	7
COc1ccc(C(=O)C2CCCN(Cc3nc4ccccc4nc3C)C2)cc1OC (stereo not drawn)	-0.5	80*	12	-3	1	2	1457	0	-0.36	-3	-3
O=C(NCCc1ccncc1)Nc1ccc(Cl)cc1	-1.0	10	-12	9	0.9	2	1704	-4	-0.04	7	12
CCc1nc(CN2CCN(Cc3ccc(F)c(F)c3)C(CCO)C2)c(C)[nH]1 (stereo not drawn)	-1.1	-2	-14	0	1	-8	1622	3	/	3	4
N#Cc1c(-c2ccccc2)nc(SCC(=O)Nc2ccccc2)[nH]c1=O	0.3	-11	2	1	1	1	1703	5	0.68	17	6
O/N=C/C1=C(Cl)c2ccccc2CC1	-0.4	-4	-11	5	0.9	3	1530	5	-0.19	2	0
COC(=O)N/N=C/c1ccc([N+](=O)[O-])s1	0.0	69*	-5	1	1	5	1478	-4	-0.93	-4	1
CC(=O)Nc1ccc(NC(=O)C(C)Oc2ccccc2F)cc1 (stereo not drawn)	0.3	-6	-6	7	0.9	-3	1467	0	0.17	6	-3
CCOc1ccc(NC(=O)Cn2nnc(-c3ccccc3NC(=O)c3cccs3)n2)cc1	-1.0	-3	/	13	0.9	-3	1650	6	-0.58	11	-1
CCOC(=O)c1[nH]c(C)c(C(=O)N2CCN(c3ccccc3OC)CC2)c1C	-0.5	3	0	-17	1.2	-4	1597	0	-0.038	8	12
O=C(O)c1cc(NC(=S)NC(=O)C(c2ccccc2)c2ccccc2)ccc1Cl	0.1	-10	-2	-11	1.1	-9	1737	6	0.53	12	8
COc1ccc(-c2sc(NC(C)=O)nc2-c2ccccc2)cc1	-0.6	66*	-15	16	0.8	-1	1610	5	-0.23	4	-3
Cc1cc(C)c(NC(=O)CSc2nc3ccc(NC(=O)CSc4nnnn4-c4ccccc4)cc3s2)c(C)c1	-0.2	-3	14	8	0.9	7	1537	4	0.35	-5	5
Cc1ccc(NC(=O)C2CCCN(C(=O)c3ccc(Cl)cc3)C2)c(C)c1 (stereo not drawn)	-0.2	7	-4	5	1	2	1426	2	-0.96	-2	-8
COc1cccc(CNC(=O)C2CCCN(S(=O)(=O)c3cccc4nonc34)C2)c1 (stereo not drawn)	0.2	4	/	12	0.9	-11	1370	0	0.15	-1	-5
CC(=O)Nc1nc(S(=O)(=O)c2ccc(C)cc2)c(Cl)s1	0.2	-3	/	3	1	-4	1563	-3	-0.0066	0	9

Compounds shown so far that have a cyano group, in the order listed:
SMILES	DTT redox prof	Lmaj promast	S1P3 antag	bIAP inh	bIAP act	TLR4 MyD88 comp	TR-FRET SRC-2 ct	PPARg SRC3 recr	ROMK primary	PPARg SRC-1 ag	PPARg SRC-2 ag
COCc1cc(C)nc(N2CCNCC2)c1C#N	1.6	-2	/	5	0.9	-7	1487	5	/	6	2
N#Cc1c(-c2ccccc2)nc(SCC(=O)Nc2ccccc2)[nH]c1=O	0.3	-11	2	1	1	1	1703	5	0.68	17	6
